# From PubChem BioAssay
# Pf apPOL block = Pf-apPOL inhibitors, biochemical, fluorescence | Plasmodium falciparum apicoplast DNA polymerase (apPOL) | Recombinant Pf-apPOL, molecular beacon fluorescence, 1.5 h | inhibition, % at 10 µM | 210,000 tested, 0.25% active
# mHTT-CaM PPI inh = mutant huntingtin-calmodulin interaction inhibitors – biochemical, AlphaScreen, primary screen. AlphaScreen His-mHTT/GST-CaM binding, luminescence. inhibition, % at 15 µM. 190,000 tested, 3.6% active;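 note: 0% = both proteins with DMSO and 100% = one protein alone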
# An asterisk follows results filed as active; i = inactive; nt = no result given; & = joins results of further samples. Cut-off read from the data, not from the text of the source: active = inhibition above about 50%; inactive = the rest.
SMILES,Pf apPOL block,mHTT-CaM PPI inh
N#C/C(=C\c1ccccc1I)c1nc2ccccc2c(=O)[nH]1,4,-1
O=C(NCCS(=O)(=O)N1CCN(c2ccccn2)CC1)c1ccco1,-1,-3
Cc1nn(Cc2ccc(F)cc2)c(C)c1NC(=O)c1noc2c1CCCCC2,-5,53*
Cc1cc(C2CCCN2C(=O)Cc2c(F)cccc2Cl)no1 (configuration not stated),-1,-7
O=C(c1ccc(F)cc1)N1CCC(CCNS(=O)(=O)c2cccs2)CC1,1,34
Nc1nc(Cn2nnc(-c3ccc4c(c3)OCO4)n2)nc(N2CCOCC2)n1,-5,-6
COc1ccc(N2CN=c3s/c(=C\c4ccccn4)c(=O)n3C2)cc1,0,4
Cc1nc(N2CCN(C(=O)C3CC3)CC2)c(Cc2ccccc2F)c(C(C)(C)C)n1,-1,-2
CN(C)C=Nc1ccc2nnc(-c3ccccc3)n2n1,0,nt
CN1CCN(c2ncncc2N2CCC(C(=O)NCc3ccccc3F)CC2)CC1,-4,-1
CCc1oc2cc(OCC(=O)OC)ccc2c(=O)c1-c1ccc2c(c1)OCCO2,1,8
Brc1c(CSc2nnnn2-c2ccccc2)nc2ncccn12,5,-4
O=C(c1ccc(F)cc1)N(Cc1ccccc1)Cc1ccccc1,2,-28
O=S(=O)(Cc1cccc(Cl)c1)N1CCc2nc[nH]c2C1,-3,3
CSC(NCc1ccco1)=C(C#N)S(=O)(=O)c1ccc(Cl)cc1,5,nt
COc1cccc(-c2cncc(C(=O)NC3CCCCCC3)c2)c1,-3,-4
CCCSc1ncccc1C(=O)Nc1c(C)noc1C,-4&-4,nt
O=C(Nc1nccn(-c2ccc(F)c(F)c2)c1=O)c1ccccn1,-10,-2
N#Cc1c(Cl)cccc1NCc1ccc(Cl)cc1,-12,nt
CC1(C)CC(=O)c2sc(NC(=O)Nc3cccc(Cl)c3)nc2C1,4,-1
Cc1ccc(-c2nnc(N3CCC(C(=O)NC4CC4)CC3)o2)cc1,-3,-3
O=C(c1ccc(Br)cc1)N1CCN(c2nc(CN3CCCCC3)cs2)CC1,-7,8
O=C(CCc1ccccc1)Nc1ccccc1F,-5,-2
COc1ccc2c(=O)c(Oc3ccc(C(=O)NCC4CCCO4)cc3)coc2c1 (configuration not stated),-3,0
CC(=O)Nc1ccc(NC=C2C(=O)OC3(CCCCC3)OC2=O)cc1,-2,-4
O=C(Nc1ccc2nsnc2c1)N1CCC(c2ccccc2)C1 (configuration not stated),0,-4
CC(C)NC(=O)N1CCCC(c2cccc(C(=O)NCc3ccncc3)c2)C1 (configuration not stated),-2,-2
CCOc1ccc(N=C2NC(=O)C(CC(=O)Nc3ccc(C)cc3)S2)cc1 (configuration not stated),-9,21
O=C(Nc1ccccc1[N+](=O)[O-])c1ccc(Cl)c(S(=O)(=O)NCc2ccccc2)c1,-6,34
CC(=O)Nc1ccc(S(=O)(=O)N2CCC3(CC2)NCCN=C3NC2CCCC2)cc1,2,0
Cc1c(NC(NC(=O)Cc2ccccc2)C(Cl)(Cl)Cl)c(=O)n(-c2ccccc2)n1C (configuration not stated),-2,4
CC(C)NC(=O)C1CCc2nc(N3CCCCC3)ncc2C1 (configuration not stated),-1,-11
O=C(Nc1ccc2nn(-c3ccccc3)nc2c1)c1cccc([N+](=O)[O-])c1,-5,0
Cc1cc(C)c2sc(N(Cc3cccnc3)C(=O)Cn3c(=O)oc4ccccc43)nc2c1,4,7
CCCC(=O)c1cc(F)c(N2CCN(C(=O)c3ccc(F)cc3)CC2)cc1C,-1,-3
COc1ccc(C2Oc3c(OC)cccc3C3CC(c4ccc(C)o4)=NN32)cc1 (configuration not stated),-11,83*
COc1ccccc1CNc1ncnc2c1CCC2,-6,-3
CCc1[nH]nc(-c2ccc(F)c(F)c2)c1NC(=O)COC,-3,97*
Cc1onc(-c2ccccc2)c1C(=O)NC1CCCC1,-7,-8
Cc1cccc(C2CC(C(=O)NCC3CC3)CN(C(=O)NC(C)C)C2)c1 (configuration not stated),-1,17
CCOc1cc(C(=O)Nc2cc(OC)ccc2OC)cc(OCC)c1OCC,-5,11
N#Cc1c(NC(NC(=O)c2cccs2)C(=O)c2ccccc2)sc2c1CCCC2 (configuration not stated),0,-7
Cc1ccc(C)c(C(=O)Nc2ccc3c(c2)Sc2ncccc2C(=O)N3C)c1,-5,1
O=C1NC(=NN=Cc2[nH]ncc2Br)SC1c1ccccc1 (configuration not stated),4,nt
Cc1ccc(C)c(OCC(=O)NCc2cccnc2)c1,-3,-2
COc1ccc(OC)c(C2=NOC(C(=O)NCCc3ccccc3)C2)c1 (configuration not stated),-2,-3
Cc1ccc(S(=O)(=O)N2CCN(S(=O)(=O)c3ccccc3Br)C2=O)cc1,-1,-5
Cn1c(=O)c2c(nc(NCCCO)n2Cc2ccccc2Cl)n(C)c1=O,0,-2
Cc1ccc(C(=O)Nc2cccc(O)c2)o1,-3,6
Fc1cc(F)c(C2SCCN2C(=S)NCCc2ccccc2)c(F)c1 (configuration not stated),nt,59*
Cc1ccc(S(=O)(=O)N2CCCOC2CNC(=O)C(=O)NCCCn2ccnc2)cc1 (configuration not stated),-7,35
COc1ccc(C2=N/C(=C\c3ccccc3F)C(=O)O2)c(Br)c1,-4,8
CN(Cc1ccccc1)S(=O)(=O)c1ccc(F)c(C(=O)Nc2ccccc2Br)c1,-3,-10
CCCNC(=O)Nc1ccc(Cl)cc1-c1nc2cc(Cl)ccc2o1,-4,-75
CCC(C(Nc1ccccc1)c1ccccc1)[N+](=O)[O-] (configuration not stated),-8,7
O=C(COc1ccccc1[N+](=O)[O-])Nc1ccc(O)c(-c2nc3ccccc3s2)c1,-3,9
CC(C)(Oc1ccc(Br)cc1)C(=O)O,-10,2
O=C(c1csc(-c2ccc(N3CCCC3)nc2)n1)N1CCCC1,3,-8
Cc1cc(C)cc(-n2c(C)nc3cc(C(=O)O)ccc32)c1,0,-3
COc1ccccc1Nc1c(C(=O)N2CCC(C)CC2)cnc2nc(C)ccc12,-1,-5

# Part of the list above, set out differently:
# Below each compound: Pf apPOL block, mHTT-CaM PPI inh
O=C(c1csc(-c2ccc(N3CCCC3)nc2)n1)N1CCCC1
 : 3, -8
Cc1cc(C)cc(-n2c(C)nc3cc(C(=O)O)ccc32)c1
 : 0, -3
Cc1ccc(C(=O)Nc2cccc(O)c2)o1
 : -3, 6
CCCNC(=O)Nc1ccc(Cl)cc1-c1nc2cc(Cl)ccc2o1
 : -4, -75

# Additional compounds follow:
SMILES,Pf apPOL block,mHTT-CaM PPI inh
COc1ccc(CNS(=O)(=O)CC2NCc3ccc(C)cc32)cc1 (configuration not stated),-3,9
CCOC(CCn1c(SCC(=O)NCCC2=CCCCC2)nc2ccccc2c1=O)OCC,4,15
O=C(CCCN1C(=O)c2cccnc2C1=O)Nc1cc(F)ccc1F,-26,4
FC(F)(F)c1ccc(/C=N/n2c(-c3ccncc3)n[nH]c2=S)cc1,nt,i
COc1ccc(OC(C)C(=O)Nc2ccc3c(c2)OCCO3)cc1 (configuration not stated),1,4
Cc1ccc(Cn2c(=O)c(CCC(=O)NC3CCCCC3C)nc3ccccc32)cc1 (configuration not stated),-9,-1
Cc1nccn1CCNC(=O)C(=O)NC(C)(C)C,-3,-10
O=C(CCc1ccccc1)N1N=C(c2cccc([N+](=O)[O-])c2)CC1(O)C(F)(F)F (configuration not stated),-8,26
O=C(Nc1ccc(C(=O)O)cc1)/C(=C/c1ccc2c(c1)OCO2)NC(=O)c1ccccc1,0,3
N#CC1=C(N)Oc2n[nH]c(-c3ccc(Cl)cc3)c2C12C(=O)N(CC(=O)O)c1ccccc12 (configuration not stated),-8,9
COc1ccccc1C(=O)NC1CCc2[nH]c3c(C)cc(Cl)cc3c2C1 (configuration not stated),-3,92*
O=S(=O)(NCc1ccc(Cl)cc1)c1ccc2c(c1)-c1oncc1CO2,-6,-1
CC12CN(C(=O)c3ccccc3)CC(C)(CN(C(=O)c3ccccc3)C1)C2O (configuration not stated),12,0
O=C(Nc1ccccn1)c1cc(I)ccc1Cl,-2,-3
COc1ccc(Br)cc1/C=C1/N=C(c2cccc(F)c2)OC1=O,-3,1
CN(C)c1nccc(N(Cc2ccccc2)Cc2ccccc2)c1C#N,-3,12
CC1CCC2(CC1)C(C#N)=C(SCC(=O)Nc1ccc(Br)cc1)NC(=O)C2C#N (configuration not stated),3,29
COc1ccc(OC)c(N2C(=O)CC(Cc3cc(C)cc(C)c3)C2=O)c1 (configuration not stated),1,11
Cc1ccc(F)cc1S(=O)(=O)N1CCCC(C)(C(=O)NCc2cccc(F)c2)C1 (configuration not stated),-4,4
CCSc1nnc(NC(=O)CC(c2ccccc2)c2ccccc2)s1,-1,-2
Cc1cccc(NC(=O)CN2C(=O)C(c3ccc(F)cc3)=NC23CCCCC3)c1,0,-5
Cc1c(Br)c([N+](=O)[O-])nn1CC(=O)Nc1ccc(Oc2ccc(Cl)cc2)cc1,-1,1
O=C(Nc1ccc(Cl)cc1)c1cc(S(=O)(=O)NCCc2ccccc2)ccc1F,-2,2
Cc1cc(N2CCOCC2)nc2ccc(NC(=O)c3cccc(C(F)(F)F)c3)cc12,-2,6
COc1cc2cc(Oc3ccc4ccc(=O)oc4c3)c(=O)oc2cc1O,-6,nt
Cc1ccc(NC(=O)c2cnc3ccccc3n2)cc1C,-1,nt
O=C(O)c1cccc2c1NC(c1ccc(Br)cc1)C1CC=CC21 (configuration not stated),-2,66*
Cn1nc(-c2nc(Cc3ccccc3)no2)c2c1CCN(C(=O)c1ccoc1)C2,-2,2
COc1ccc(C(=O)Nc2cccc(-c3nc4ncccc4o3)c2)cc1Cl,8&-3,12&12
Nc1nnc(-c2ccccc2)o1,0,-4

# Four compounds out of the list, arranged by SMILES length, lowest first.
SMILES,Pf apPOL block,mHTT-CaM PPI inh
CN(C)c1nccc(N(Cc2ccccc2)Cc2ccccc2)c1C#N,-3,12
COc1ccc(C(=O)Nc2cccc(-c3nc4ncccc4o3)c2)cc1Cl,8&-3,12&12
Cn1nc(-c2nc(Cc3ccccc3)no2)c2c1CCN(C(=O)c1ccoc1)C2,-2,2
Cc1ccc(F)cc1S(=O)(=O)N1CCCC(C)(C(=O)NCc2cccc(F)c2)C1 (configuration not stated),-4,4

# Next part:
SMILES,Pf apPOL block,mHTT-CaM PPI inh
Cc1cccc(C2C(C(=O)N3CCCCC3)c3ccccc3C(=O)N2C2CC2)c1 (configuration not stated),-2,7
FC(F)(F)c1cc(-c2ccc3ccccc3c2)n[nH]1,-3,nt
COc1ccc(-c2cc3n(n2)CCCN(C(=O)NCC2CCCO2)C3)cc1 (configuration not stated),-2,-2
O=C(Nc1csc2ccccc12)N1CCN(C(c2ccccc2)c2ccccc2)CC1,-4,nt
S=C(c1ccncc1)N1CCOCC1,nt,-3
CSc1ccccc1CN1CCC(CNC(=O)C(=O)NCc2cccs2)CC1,-8,-11
Cc1ccccc1OCc1noc(-c2cccc(F)c2)n1,1,-31
CC(=O)N1CCc2sc(S(=O)(=O)Nc3cccc(Cl)c3)cc2C1,1,9
COCCNC(=O)C1CCN(c2nc3ccc(-c4ccccc4)nc3s2)CC1,-6,-6
COc1cc(/C=C(\C#N)c2nc3ccc(C)cc3[nH]2)cc(Br)c1OCC#N,0,-21
Cc1ccc(C)c(S(=O)(=O)Nc2ccc3scnc3c2)c1,-6,-9
COc1ccc(C2=CC(c3ccccc3OC(F)F)n3nnnc3N2)cc1 (configuration not stated),-9,-9
Cc1csc(NC(=O)c2ccc(Br)cc2)n1,1,0
CNC(=O)C1CN(C(=O)c2cccc(Br)c2)CC12CCOCC2 (configuration not stated),0,-14
O=[N+]([O-])c1cccc(/C=C/c2nc(C=Nc3ccccc3I)c(O)o2)c1,-4,-2

# In a second layout: entries from further up
# Every second line gives: Pf apPOL block | mHTT-CaM PPI inh
> CCOc1cc(C(=O)Nc2cc(OC)ccc2OC)cc(OCC)c1OCC
 : -5 | 11
> N#Cc1c(NC(NC(=O)c2cccs2)C(=O)c2ccccc2)sc2c1CCCC2 (configuration not stated)
 : 0 | -7
> Cc1ccc(C)c(C(=O)Nc2ccc3c(c2)Sc2ncccc2C(=O)N3C)c1
 : -5 | 1
> O=C1NC(=NN=Cc2[nH]ncc2Br)SC1c1ccccc1 (configuration not stated)
 : 4 | nt
> Cc1ccc(C)c(OCC(=O)NCc2cccnc2)c1
 : -3 | -2

# Next section.
SMILES,Pf apPOL block,mHTT-CaM PPI inh
Cc1cc(C)cc(OCC(=O)Nc2ccccc2I)c1,-6,-3
Cc1ccc(F)c(NC(=O)c2cccnc2N(C)C)c1,0,1
O=C(CSc1ncn[nH]1)c1ccc(O)c(O)c1,2&-25,-1&-5
Cc1ccc(C(=O)N(C)Cc2ccccc2)cc1[N+](=O)[O-],-1,-4
CCN(CC)c1ccc(/C=c2\sc3n(c2=O)CN(c2ccc([N+](=O)[O-])cc2)CN=3)cc1,-3,6
COc1ccc(C(=O)N2CCCC2c2nc(-c3cccc(C)c3)no2)c(OC)c1 (configuration not stated),-4,12
CCCc1c(C)nc2c(C(=O)NC3CCCCC3)c[nH]n2c1=O,-14,9
Cc1cccc2cc(C3CC(c4cccs4)=NN3C(=O)CCC(=O)O)c(Cl)nc12 (configuration not stated),0,6
O=C(Cc1ccc(Br)cc1)Nc1ccc(S(=O)(=O)Nc2nccs2)cc1,-5,12
Cc1ccc2c(c1)CCN1C(=O)CN(C(=O)c3cccc(C(F)(F)F)c3)CC21 (configuration not stated),1,-8
CCCCN(C)CCCNC(=O)CCC(=O)N1CCCn2nc(C)cc21,4,-11
COc1nccnc1NC1CCN(C(=O)NC2CCCC2)CC1,-4,0

# Reprinted at random: two records from the list
SMILES,Pf apPOL block,mHTT-CaM PPI inh
O=C(Cc1ccc(Br)cc1)Nc1ccc(S(=O)(=O)Nc2nccs2)cc1,-5,12
Cc1cc(C)cc(OCC(=O)Nc2ccccc2I)c1,-6,-3
